LYP phosphatase – inhibitors of LYP phosphatase, biochemical, fluorescence intensity, uHTS (AID 1779); recombinant LYP phosphatase, fluorescence intensity; higher % means a stronger effect; inhibition, % at 11.5 µM; hits with a dose series show IC50 in µM; hit rate 0.054% among 290,000;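 note: plate controls were vehicle with enzyme for no effect and no enzyme for full effect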
Lipid droplet – modulators of hepatic lipid droplet formation. AML12 mouse hepatocytes, oleate lipid droplets, BODIPY imaging. inhibition, % at 6.5 µM. hit rate 0.4% among 240,000;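 active = lipid droplet intensity inhibited by at least 50%, with more than 500 cells counted; inconclusive = wells with under 300 cells, treated as cytotoxic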
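Technique: fluorescence imaging, 20x objective, two fields per well / Assay system: AML12 hepatocytes (mouse) / Measure: % inhibition of lipid droplet signal / Doses: 6.5 µM single-point dosing / Incubation: overnight exposure / Reagent: 100 µM oleic acid challenge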
NS5 inhibitors – Dengue-2 NS5 methyltransferase inhibitors, primary screen, biochemical, confirmation dose response (AID 588689). inhibition, % at 25 µM; hits with a dose series show IC50 in µM. Dengue-2 NS5 methyltransferase capping enzyme assay, biochemical; higher % means a stronger effect. hit rate 0.3% among 340,000; in the data active = a potency from the dose series; inconclusive = inhibition above about 29% without an active follow-up result
HIV peptide binding – cell-free HIV fusion peptide-binding blockers – biochemical, uHTS, fluorescence dequenching, primary screen (AID 1986). cell-free peptide binding, fluorescence dequenching, 30 min; higher % means a stronger effect. inhibition, % at 20 µM, or IC50 in µM where a hit was titrated. hit rate 0.3% among 290,000; in the data active = inhibition mostly above about 52%, no sharp cut-off; inactive = mostly below about 76%; note: some results filed as inactive read as strong as hits
AID2073 – inhibitors of Mint1-CaV2.2 protein interaction, biochemical, HTRF (AID 2073). HTRF protein-protein interaction, Mint1-CaV2.2; higher % means a stronger effect. inhibition, % at 20 µM; hits with a dose series show IC50 in µM. hit rate 0.19% among 290,000; in the data active = inhibition mostly above about 51%, no sharp cut-off; inconclusive = no clear call, values can overlap the other calls; inactive = mostly below about 53%; note: some results filed as inactive read as strong as hits
XIAP antagonists – small molecules displacing peptide from XIAP – biochemical, IAP family, fluorescence polarization (AID 1018); XIAP BIR domain, fluorescence polarization peptide displacement; higher % means a stronger effect; hit rate 0.007% among 200,000; one-dose displacement, % at 20 µM; IC50 in µM for titrated hits; in the data active = displacement above about 50%; note: a part of the inactive calls stands beside numbers as strong as those of hits
Siah-1 displacement – Siah-1 peptide-binding antagonists, primary screen, biochemical, fluorescence polarization, rhodamine-plectin, uHTS (AID 1817); Siah-1 / rhodamine-plectin peptide fluorescence polarization; higher % means a stronger effect; displacement, % at 20 µM, or IC50 in µM where a hit was titrated; hit rate 0.02% among 290,000;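 active = displacement of at least 50% at 20 µM, with a fluorescence ratio check between 0.3 and a set limit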;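 note: plate controls were Siah plus tracer with DMSO for no effect and tracer alone without Siah for full effect; strong numbers were not always called active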
HEK293 NOD2/NF-kB – NOD2 signaling inhibitors, cell-based, luminescence, uHTS, HEK293 (AID 1566); HEK293 NOD2/NF-kB luciferase reporter, luminescence; higher % means a stronger effect; one-dose inhibition, % at 4 µM; EC50 in µM for titrated hits; hit rate 0.63% among 290,000; note: many of its hits are not listed in these tables
Myeloid diff MLP – myeloid differentiation induction. ER-HoxA9 myeloid progenitors, lysozyme-GFP differentiation, flow cytometry. calls only at 10 µM. hit rate 1% among 360,000;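 active = normalized GFP-positive differentiation at or above the plate's own cutoff, the solvent-only control mean plus 3 SD; inconclusive = no clear call, values can overlap the other calls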;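 note: cells exposed to compound for four days before flow analysis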
Lipid droplet cells 6.5 µM – second read-out of Lipid droplet, no call of its own (marks repeat the call); cell count; measured here: cell count, cytotoxicity flag;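 cells counted across two imaged fields per well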
NS5 inhibitors pilot replicate – recorded beside NS5 inhibitors, whose call it bears; inhibition, %; measured here: pilot screen replicate inhibition
Myeloid diff MLP GFP+ MAC1+ % – also measured in Myeloid diff MLP; calls as there; GFP+ MAC1+ double positive, %; measured here: differentiation confirmed by MAC1 staining
* marks the source's active call; other numbers are inactive results; i = inactive; ? = inconclusive; . = no result given. Cut-off read from the data, not from the text of the source, unless noted: active = inhibition above about 50%; inactive = the rest.

SMILES | LYP phosphatase | Lipid droplet | Lipid droplet cells 6.5 µM | NS5 inhibitors | HIV peptide binding | AID2073 | XIAP antagonists | Siah-1 displacement | HEK293 NOD2/NF-kB | Myeloid diff MLP | Myeloid diff MLP GFP+ MAC1+ % | others
O=C(COc1cccnc1[N+](=O)[O-])c1ccc(Cl)s1 | -6% | -7 | 721 | >100µM* | 14% | 5% | . | 0% | 5% | i | 0.2
Fc1ccc(Cn2nnnc2C(c2ccc(Cl)cc2)N2CCSCC2)cc1 (configuration not stated) | 1% | 0 | 692 | 1% | -0.9% | 6% | -4.3% | 6% | 7% | i | 1.1
c1ccc(-c2csc3ncnc(-n4cnc5ccccc54)c23)cc1 | -7% | . | . | -10% | -0.3% | 6% | -6.2% | -3% | 16% | i | 1.3
Cc1ccc(/C=N\NC(=O)COc2ccc(C)cc2[N+](=O)[O-])cc1 | 1% | 5 | 676 | -5% | -0.2% | 17% | -2.1% | 16% | 14% | i | 0.2
CCOc1ccc(NC(=O)c2c[nH]n3c(=O)cc(C4CCN(C(=O)OC(C)(C)C)CC4)nc23)cc1 | 11% | 28 | 761 | 5% | . | 30% | . | 5% | 24% | i | 1.2
COc1cccc(/C=N/Nc2nccnc2Cl)c1O | 0% | 11 | 588 | -12% | 1.5% | 12% | -4.5% | -5% | -8% | . | .
O=C1N(Cc2ccccc2)c2ccccc2C12OCCO2 | -10% | 0 | 832 | 8% | 0.7% | 3% | . | 3% | 12% | i | 0.9
O=C1Nc2ccc(S(=O)(=O)NCC3CCCO3)c3cccc1c23 (configuration not stated) | -14% | 2 | 679 | -2% | -1.2% | ? | -5.7% | 6% | 4% | i | 0.0
CCc1cccc(NC(=O)C2CCCN2S(=O)(=O)c2ccc3c(c2)CC(C)N3C(C)=O)c1 (configuration not stated) | -10% | -5 | 815 | -2% | -0.8% | 2% | . | -3% | 16% | i | 6.7
OC(CN1CCC(Cc2ccccc2)CC1)c1ccccc1 (configuration not stated) | -7% | 36 | 844 | -1% | 1.3% | 12% | . | -4% | -5% | i | 0.2
Cc1noc(C)c1C(=O)Nc1ccccn1 | -6% | 7 | 694 | -5% | -3.0% | 31% | -5.9% | 0% | 0% | i | 2.6 | NS5 inhibitors pilot replicate=-3.5
O=C(CN1C(=O)CSc2ccccc21)N1CCc2ccccc21 | 0% | 20 | 664 | -2% | 0.5% | -3% | -2.4% | 5% | 13% | i | 6.6
c1ccc(CCc2nn3c(C4COc5ccccc5O4)nnc3s2)cc1 (configuration not stated) | 11% | -23 | 677 | -6% | -1.2% | 4% | 0.2% | -2% | -8% | i | 1.6
Cc1ccc(C)c(-n2nnnc2SCC(=O)Nc2c(C)n(C)n(-c3ccccc3)c2=O)c1 | -7% | 1 | 763 | 0% | 2.1% | -8% | -5.2% | 5% | 3% | i | 0.9 | NS5 inhibitors pilot replicate=2.4
CCOC(=O)c1ccc(Nc2nnc(C)c3ccccc23)cc1 | -5% | 6 | 770 | -8% | 0.1% | 15% | . | 13% | -1% | i | 0.2
CCOc1cc(S(=O)(=O)NCCN2CCOCC2)c(C)cc1C | 0% | 0 | 713 | -3% | -2.0% | 13% | -0.1% | -9% | -11% | i | 1.6
O=C(NC1CCCc2ccccc21)c1ccccc1 (configuration not stated) | -13% | -27 | 622 | 1% | -0.8% | 3% | -0.7% | -7% | 6% | i | 0.6
C=CCNC(=S)N/N=C(\C)c1cccc(NC(C)=O)c1 | 6% | -8 | 696 | -10% | 0.7% | -14% | -8.6% | 3% | -12% | i | 0.4
O=C1CCC(C(=O)N(Cc2ccco2)C2(C(=O)NC3CCCC3)CCCCC2)N1 (configuration not stated) | -6% | . | . | 6% | 1.7% | 4% | -6.8% | 1% | -10% | i | 1.0
CC(=O)N1CCN(c2ccc(NC(=O)c3cccc([N+](=O)[O-])c3)cc2)CC1 | -3% | 2 | 853 | . | -1.1% | 7% | . | 3% | -6% | i | 0.7
COc1ccc(NC(=O)N2CCC(c3nc(-c4cccs4)no3)CC2)cc1 | 4% | 7 | 634 | -3% | 2.2% | -1% | . | -1% | 2% | i | 0.2
O=S(=O)(c1cccs1)n1nnc2ccccc21 | -2% | . | . | -4% | 0.4% | -9% | -1.7% | 2% | -1% | i | 0.6
c1cc2c(cc1-c1csc(NNC3=NCCCCC3)n1)OCCO2 | 1% | 90* | 689* | . | -3.9% | 24% | -1.0% | 0% | -44% | . | .
Fc1ccc(NCc2nnc(SCc3nnc(-c4ccccc4)o3)n2Cc2ccccc2)cc1 | -1% | . | . | -5% | -2.3% | -18% | -2.3% | -3% | 22% | i | 2.6
COc1ccc(-c2ccc(C#N)c(SCC(=O)Nc3sc4c(c3C#N)CCC4)n2)cc1 | -3% | . | . | -16% | 17% | 14% | -3.9% | -9% | 10% | i | 1.8

Structural class: the entries above containing an aryl methoxy group.
SMILES | LYP phosphatase | Lipid droplet | Lipid droplet cells 6.5 µM | NS5 inhibitors | HIV peptide binding | AID2073 | XIAP antagonists | Siah-1 displacement | HEK293 NOD2/NF-kB | Myeloid diff MLP | Myeloid diff MLP GFP+ MAC1+ % | others
COc1cccc(/C=N/Nc2nccnc2Cl)c1O | 0% | 11 | 588 | -12% | 1.5% | 12% | -4.5% | -5% | -8% | . | .
COc1ccc(NC(=O)N2CCC(c3nc(-c4cccs4)no3)CC2)cc1 | 4% | 7 | 634 | -3% | 2.2% | -1% | . | -1% | 2% | i | 0.2
COc1ccc(-c2ccc(C#N)c(SCC(=O)Nc3sc4c(c3C#N)CCC4)n2)cc1 | -3% | . | . | -16% | 17% | 14% | -3.9% | -9% | 10% | i | 1.8

Other structures follow.
SMILES | LYP phosphatase | Lipid droplet | Lipid droplet cells 6.5 µM | NS5 inhibitors | HIV peptide binding | AID2073 | XIAP antagonists | Siah-1 displacement | HEK293 NOD2/NF-kB | Myeloid diff MLP | Myeloid diff MLP GFP+ MAC1+ % | others
O=C(Nc1cccc(NC(=O)c2ccc(Br)cc2)c1)c1ccccc1 | -6% | 2 | 687 | -3% | -1.5% | 32% | . | -2% | -10% | i | 0.5
O=C(CSc1nnc(-c2ccc(C(F)(F)F)cn2)o1)Nc1ccccc1Cl | -7% | -9 | 713 | -5% | -0.2% | -6% | . | -1% | -40% | i | 0.5
CCC(=O)c1ccc(OCC(O)CN(C)C2CCCCC2)cc1 (configuration not stated) | 2% | -11 | 660 | . | 0.5% | 3% | -3.1% | 1% | 4% | i | 0.0
CCOc1c(Br)cc(C(N)=O)cc1OCc1ccccc1 | -1% | -13 | 728 | -2% | -1.2% | 3% | -3.2% | 0% | -18% | i | 0.1
COc1ccc(-c2nnc(NC(=O)Cc3ccccc3)o2)cc1 | -9% | -4 | 727 | -34% | 1.4% | ? | . | 4% | 4% | ? | .
CCC(=O)/C=C1/Sc2ccccc2N1CC | 0% | -2 | 722 | 1% | -1.3% | 2% | -6.2% | -3% | 13% | i | 1.4
CC(=O)N(C)c1cccc([N+](=O)[O-])c1 | -11% | -4 | 701 | -4% | -0.9% | 2% | -8.8% | 20% | 6% | i | 0.3
COc1ccc(-c2n[nH]c(=S)n2Cc2ccccc2)cc1OC | -3% | -2 | 841 | -4% | -0.4% | -7% | . | 5% | -2% | i | 0.8
O=C(O)c1cc(N/N=C/c2ccc3c(c2)OCO3)ccc1Cl | 1% | 5 | 685 | -3% | 20% | 3% | -5.6% | 0% | -118% | i | 0.8
CCOC(=O)c1nnc2ccnn2c1N | -2% | -10 | 746 | 1% | 0.5% | 2% | -4.4% | -6% | 21% | i | 7.7
COC(=O)C1=C(C)C(c2ccc(OC)cc2)NC(=O)N1 (configuration not stated) | -4% | -2 | 764 | -10% | 1.6% | -9% | -12% | -4% | 5% | i | 0.0
CCN(CC)C(=O)C(=O)N/N=C/c1ccc(C(=O)OC)cc1 | 6% | 8 | 614 | -10% | 2.9% | -6% | -10% | 1% | 15% | i | 0.0
COc1ccc2c(CC(=O)Nc3c(C)n(C)n(-c4ccccc4)c3=O)coc2c1 | -10% | 1 | 879 | 3% | 0.5% | 9% | -6.2% | -1% | 6% | i | 1.5
O=c1[nH]c(=S)c2ncn(-c3ccccc3)c2[nH]1 | -3% | 1 | 741 | . | -0.7% | -16% | . | 6% | 6% | i | 0.4
Cc1ccc(OCC(O)CN2CCN(CCO)CC2)c(C)c1 (configuration not stated) | -11% | -2 | 808 | -2% | -0.5% | 5% | . | -1% | -6% | i | 0.4 | NS5 inhibitors pilot replicate=-2.5
O=C(O)CCC(=O)N1CCc2cc(S(=O)(=O)Nc3ccc4c(c3)OCCO4)ccc21 | -1% | . | . | ? | -3.1% | 3% | -4.3% | -5% | 19% | i | 2.1
COc1ccc(N(C(C)C(=O)NN=C2CCCCCCC2)S(C)(=O)=O)cc1 (configuration not stated) | -8% | -2 | 679 | -8% | -0.2% | -9% | -3.6% | -2% | 17% | i | 0.4
CN(C)S(=O)(=O)Nc1ccccc1C(N)=O | -8% | 1 | 696 | 2% | 1.1% | 2% | 2.0% | 2% | 15% | i | 0.9
COc1ccccc1-c1noc(CCC(=O)Nc2cccc(C(F)(F)F)c2)n1 | 0% | -8 | 684 | -15% | -1.4% | 12% | -12% | 1% | 3% | i | 0.3
CC(=O)NCc1ccc(S(=O)(=O)NC(C(=O)O)C(C)C)cc1 (configuration not stated) | -6% | 21 | 694 | -7% | 0.1% | 2% | -4.2% | 7% | 11% | i | 0.5
Cc1cc(C)n2nc(SCC(=O)N/N=C/c3ccc(F)cc3)nc2n1 | -9% | . | . | -1% | 0.0% | -6% | -5.8% | 3% | 6% | i | 2.3
CCn1c(SC(C)C(=O)OC)nnc1-c1c[nH]c2ccccc12 (configuration not stated) | -11% | . | . | -2% | 5.2% | -4% | -5.4% | 4% | 15% | i | 4.4
O=C(CSc1n[nH]c(=O)n1C1CC1)NCc1ccccc1 | -1% | -1 | 669 | -6% | -1.5% | 6% | . | -7% | -37% | i | 0.6
CCCCNc1c(NC(C)=O)c(=O)oc2ccccc12 | 6% | 8 | 583 | -1% | -1.4% | -5% | -0.1% | 6% | 7% | i | 0.9
CCn1c(=O)n(CC(=O)NCc2ccccc2OC)c(=O)c2ccccc21 | -6% | 13 | 654 | -10% | -1.4% | 1% | 0.8% | -1% | -1% | i | 1.8
CC(=O)NCc1nnc2c3ccccc3c(-c3ccccc3)nn12 | -6% | 0 | 621 | -2% | 2.0% | 4% | -4.1% | 1% | 5% | ? | .
CCOC(=O)CC(NCc1ccc(OC)c(OCC)c1)c1ccc(C)cc1 (configuration not stated) | -3% | -4 | 679 | 0% | -2.8% | -13% | -6.8% | -1% | 4% | . | .
O=C(/C=C/c1ccc(F)cc1)N1CCN(c2ccccn2)CC1 | -9% | 10 | 403 | 5% | -0.9% | -3% | -0.7% | -7% | 12% | i | 1.0
COC(=O)c1ccc(OC(=O)CCc2cc(OC)c(OC)c(OC)c2)cc1 | 1% | -9 | 720 | 2% | 0.0% | 17% | -3.9% | 0% | -2% | i | 0.4

Screening results deposited in PubChem BioAssay by several laboratories.

Not all compounds are listed; rates above refer to the full screens.
